From PubChem
All columns: NCI-60 one-dose screen, growth in % after 48 h at 10 µM unless noted; 100 = growth as untreated, 0 = no growth, -100 = all killed.
SK-MEL-2: SK-MEL-2 melanoma; 77,000 tested, 4.7% active
T-47D: T-47D breast cancer; 79,000 tested, 5% active; AID 1794792
HS 578T: HS 578T breast cancer; 78,000 tested, 4.1% active; AID 1794788
UACC-257: UACC-257 melanoma; 78,000 tested, 4.4% active
BT-549: BT-549 breast cancer; 78,000 tested, 4.4% active
UACC-62: UACC-62 melanoma. AID 1794756. 81,000 tested, 5.4% active
LOX IMVI: LOX IMVI melanoma; 79,000 tested, 7.4% active; AID 1794757
MALME-3M: MALME-3M melanoma; 78,000 tested, 5.8% active
An asterisk follows results filed as active; nt = no result given; & = joins results of further samples; [ ] = dose if it differs, or a comment. The calls were made as follows: active = growth percent below 10; inactive = the rest.

Start of the data: the first 2 compounds, ahead of the listing:
The line under a structure holds: SK-MEL-2, T-47D, HS 578T, UACC-257, BT-549, UACC-62, LOX IMVI, MALME-3M
COc1cc(-c2nc(SCC(C)C)nc(Nc3ccc(S(N)(=O)=O)cc3)c2C#N)cc(OC)c1OC
 : 106, 83, 102, 104, 114, 97, 93, 70
O=C(O)/C=C/C(=O)Nc1ccc(C(=O)O)cc1
 : 101, 96, 101, 93, 104, 90, 94, 106

All compounds of this part, from the start:
The line under a structure holds: SK-MEL-2, T-47D, HS 578T, UACC-257, BT-549, UACC-62, LOX IMVI, MALME-3M
COc1cc(-c2nc(SCC(C)C)nc(Nc3ccc(S(N)(=O)=O)cc3)c2C#N)cc(OC)c1OC
 : 106, 83, 102, 104, 114, 97, 93, 70
O=C(O)/C=C/C(=O)Nc1ccc(C(=O)O)cc1
 : 101, 96, 101, 93, 104, 90, 94, 106
CCCCCCCC/C=C/CCCCCCCC1=NC(C)(C)CN1c1ccccc1
 : 93, 81, 89, 90, 105, 75, 85, 115
COc1ccc(C(=O)/C=C/c2ccc(/C=C/c3cc(OC)ccc3OC)cc2)cc1
 : 99, 65, nt, 97, 85, 80, 55, 96
Cc1ccc(N/N=c2/ccc(=O)/c(=N\Nc3ccc(S(=O)(=O)O)cc3)c2=O)c(C)c1
 : 103, 111, 87, 105, 84, 109, 103, 85
CC1([N+](=O)[O-])COC(c2ccccc2)OC1 (configuration not stated)
 : 107, 90, 107, 98, nt, 103, 98, 97
CN1C(=O)CS/C1=N\S(=O)(=O)c1ccc(NNc2c3ccccc3cc3ccccc23)cc1
 : 97, 74, 100, 105, 84, 98, 83, 91
CCN(CC)C(=O)C(c1ccccc1)C1(O)CCCCC1CN(C)C (configuration not stated)
 : 99, 102, 110, 111, 112, 108, 99, 119
CCCN1CCc2cc(OC)c(OC)cc2C1Cc1ccc(OC)c(OC)c1 (configuration not stated)
 : 102, 96, 116, 102, 97, 83, 99, 114
Cc1cccc(Nc2nc3ccccc3nc2/C=C/c2ccc(F)cc2)c1
 : 98, 79, 84, 95, 99, 75, 101, 109
COc1ccc2c3ccnc(C(F)(F)F)c3n(CCCCN)c2c1
 : 55, 52, 45, 38, 52, 39, 32, 44
CC1=N/C(=N\c2nc3cc(C)c(C)cc3[nH]2)NC(=O)CC1
 : 92, 86, 99, 81, 97, 95, 99, 101
CCOC(=O)c1c(Nc2ccccc2)nn2c(-c3ccc(OC)cc3)ccnc12
 : nt, 75, 80, 110, 127, 95, 80, 88
COC(=O)C1=C(C(=O)OC)C(C(=O)OC)N2C=CC=CC2=C1C(=O)OC (configuration not stated)
 : nt, 101, 104, nt, 95, 104, 96, 98
CSc1nc(N)c(N=Nc2ccc(S(N)(=O)=O)cc2)c(N)n1
 : 91, 64, 113, 126, 99, 108, 112, 100
COc1c(O)cc2oc3cc(O[C@H]4O[C@@H](CO)[C@@H](O)C(O)C4O)c(CC=C(C)C)c(O)c3c(=O)c2c1CC=C(C)C (some centres not stated)
 : 93, 100, 106, 108, 110, 101, 90, 111
O=C(Nc1ccc([N+](=O)[O-])cc1)NN1CCCCCC1
 : 102, 67, 97, 101, 114, 75, 95, nt
O=C1c2cccc3cccc(c23)C(=O)N1Nc1nc(N2CCOCC2)nc(N2CCOCC2)n1
 : 100, 90, 92, 100, 97, 91, 90, 95
C/C(=N\NC(=O)CSc1nc2sc3c(c2c(=O)n1-c1ccccc1)CCC(C)C3)c1ccc(Br)cc1 (configuration not stated)
 : nt, 106, 88, 102, 118, 98, 87, 100
[N-]=[N+]=CC(=O)CCC(NC(=O)OCc1ccccc1)C(=O)OCc1ccccc1 (configuration not stated)
 : 127, 97, 115, 110, 94, 91, 100, 104
COc1ccc(C2=NN(C(C)=O)C(c3ccc(C)s3)C2)cc1 (configuration not stated)
 : 95, 87, 90, 111, 87, 83, 93, nt
O=C(Nc1ccc(Cl)cc1)Nc1ccc(Cl)c(Cl)c1
 : 13, -12*, 33, 43, 43, 6.0*, 7.4*, -1.3*
OCCN(CCO)c1ncnc2nc[nH]c12
 : 102, 95, 97, 93, 103, 100, 100, 97
CN1C(=O)NNC(=O)c2ccccc21
 : nt, 94, 100, 87, 123, 100, 104, 97
ICC1CCC(CI)CC1 (configuration not stated)
 : 92, 102, 110, 104, 92, 88, 93, 114
CCCN(CCC)S(=O)(=O)c1ccc(C(=O)O)cc1.CCCN(CCC)S(=O)(=O)c1ccc(C(=O)O)cc1.[Cl][Pt+2][Cl].[NH2-].[NH2-]
 : -32*, 26, 81, -0.9*, -79*, -90*, -9.8*, -98*
N#C/C(=C/c1cc([N+](=O)[O-])ccc1Cl)C(N)=O
 : 88, 90, 113, 98, 97, 104, 69, 99
COc1ccncc1C#Cc1cncc(C(=O)Nc2ccc(CN3CCN(C)CC3)c(C(F)(F)F)c2)c1
 : -0.5*, 56, 12, 47, 51, 26, -6.9*, -28*
COC(=O)[C@]12CC[C@@H](C)[C@H](C)[C@H]1C1=CC[C@@H]3[C@@]4(C)C/C(=C\c5ccco5)C(=O)C(C)(C)[C@@H]4CC[C@@]3(C)[C@]1(C)CC2
 : 108, 102, 99, 101, 108, 95, 98, 101
COc1ccc(/C=c2\c(=O)n(-c3ccccc3)c3nn4c(n23)=NNCC(O)C4)cc1 (configuration not stated)
 : 108, nt, 116, 98, 102, 98, 98, 99

Further records follow.
Letter code – A = SK-MEL-2; B = T-47D; C = HS 578T; D = UACC-257; E = BT-549; F = UACC-62; G = LOX IMVI; H = MALME-3M
SMILES: Nc1nncc(-c2ccccc2)n1
  A: 112 | B: 126 | C: 23 | D: 102 | E: 76 | F: 106 | G: 102 | H: 93
SMILES: O=C(Nc1ccc(-n2cc(-c3ccncc3)c(-c3ccc(O)c(Cl)c3)n2)cc1)Nc1cc(C(F)(F)F)cc(C(F)(F)F)c1
  A: 78 | B: 33 | C: nt | D: 90 | E: 20 | F: 64 | G: 51 | H: 92
SMILES: COc1cccc2c(=O)c3c(sc12)c(NCCN)nc1ccccc13
  A: 114 | B: 82 | C: 87 | D: 102 | E: 92 | F: 98 | G: 66 | H: 97
SMILES: Cc1cc(C)n2nc(SCC(=O)Nc3sc4c(c3C(N)=O)CCC4)nc2n1
  A: 65 | B: 109 | C: 121 | D: nt | E: 100 | F: 81 | G: 105 | H: 106
SMILES: CCC1(CC)COC(c2ccccc2)OC1
  A: 124 | B: 99 | C: 106 | D: 111 | E: 106 | F: 106 | G: 100 | H: 120
SMILES: Cn1cc(-c2ccc(-c3cncc(Cl)c3N3CCC4(CC3)CC(=O)NC4=O)cc2)cn1
  A: 92 | B: 114 | C: 103 | D: 99 | E: 79 | F: 100 | G: 93 | H: 127
SMILES: Cc1cc(=O)c2cc(Cl)cc(Br)c2[nH]1
  A: 91 | B: 102 | C: 107 | D: 97 | E: 95 | F: 108 | G: 105 | H: 92
SMILES: O=C(CCc1nc(-c2cccc(Cl)c2)no1)Nc1ccccn1
  A: 105 | B: 107 | C: 94 | D: 114 | E: 96 | F: 91 | G: 97 | H: 92
SMILES: O=C1C(O)C(O)C(O)C(O)C1O (configuration not stated)
  A: 101&128 | B: 90&104 | C: nt | D: 97&104 | E: 102&113 | F: 104&111 | G: 105&89 | H: 103&105
SMILES: NC(=O)C(=CNC(=S)Nc1ccc(S(=O)(=O)Nc2ccccn2)cc1)C(N)=O
  A: 120 | B: 97 | C: 97 | D: 103 | E: 123 | F: 90 | G: 97 | H: 108
SMILES: COc1ccc(Cn2cc(C(=O)N=Nc3c(O)[nH]c4c(F)cccc34)nn2)cc1
  A: 93 | B: 67 | C: 101 | D: 89 | E: 105 | F: 89 | G: 98 | H: 78
SMILES: COc1ccc(-c2nc(SCC(=O)Nc3nc(-c4ccc(Cl)cc4)cs3)[nH]c(=O)c2C#N)cc1
  A: 99 | B: 86 | C: 81 | D: 92 | E: 90 | F: 77 | G: 97 | H: 110
SMILES: COc1ccc(/C=C/c2nc(NNC(=O)Nc3ccccc3)c3ccccc3n2)cc1
  A: 95 | B: 60 | C: 93 | D: 101 | E: 102 | F: 41 | G: 49 | H: 95
SMILES: COc1ccc(CNC(=O)c2c(C)n([O-])c3ccc(F)cc3[n+]2=O)cc1
  A: 79 | B: 89 | C: 94 | D: 97 | E: 89 | F: 82 | G: 80 | H: 88
SMILES: CNc1nnc2n(-c3ccccc3)c(=O)c3cnn(-c4ccccc4)c3n12
  A: 82 | B: 37 | C: 97 | D: 96 | E: 74 | F: 95 | G: 83 | H: 131
SMILES: O=C1CCC(C2CCc3cc(O)ccc3C2)C1 (configuration not stated)
  A: 106 | B: 112 | C: 100 | D: 113 | E: nt | F: 100 | G: nt | H: nt
SMILES: CC(C)=C[C@H](O)[C@@H](O)[C@@H](CO)[C@H]1CC[C@@]2(C)[C@@H]3CC[C@H]4C(C)(C)[C@@H](O)CC[C@@]45C[C@@]35CC[C@]12C
  A: 124 | B: 97 | C: 84 | D: nt | E: 99 | F: 95 | G: 95 | H: 98
SMILES: C#CCOc1ccc2ncnc(N3CCN(C(=O)CCl)CC3)c2c1
  A: 88[8.25 µM] | B: -49*[8.25 µM] | C: 95[8.25 µM] | D: 91[8.25 µM] | E: 57[8.25 µM] | F: 68[8.25 µM] | G: 47[8.25 µM] | H: 92[8.25 µM]
SMILES: Oc1ccccc1C(O)(c1ccccc1)c1ccccc1
  A: 96 | B: 95 | C: 133 | D: 101 | E: 109 | F: 82 | G: 98 | H: 96
SMILES: CCOC(=O)CC(C(=O)OCC)P(c1ccccc1)c1ccccc1 (configuration not stated)
  A: 99 | B: 107 | C: 96 | D: 110 | E: 105 | F: 97 | G: 99 | H: 136
SMILES: Nc1nc2cc(-c3ccc4ncnc(NCc5ccccc5)c4c3)ccc2o1
  A: 42 | B: -54* | C: -35* | D: 68 | E: -11* | F: 77 | G: -86* | H: -24*
SMILES: O=C(CSc1nnnn1-c1ccccc1)Nc1ccc(Oc2ccccc2)cc1
  A: 81 | B: 91 | C: 99 | D: 96 | E: 112 | F: 82 | G: 104 | H: 133
SMILES: CCC(CCCN1C(=O)c2ccccc2C1=O)Nc1cc(OC)cc2c(C)ccnc12 (configuration not stated)
  A: 87 | B: 86 | C: 87 | D: 89 | E: 79 | F: 70 | G: 96 | H: 111
SMILES: CSc1cccc(NC(=S)NN/C(=N/S(=O)(=O)c2ccccc2)N2CCCC2)c1
  A: 117 | B: 101 | C: 97 | D: 100 | E: 112 | F: 96 | G: 94 | H: 104
SMILES: O=C1N=C(N2CCN(c3ccccc3)CC2)S/C1=C\c1c(F)cccc1Cl
  A: 96 | B: 87 | C: 107 | D: 101 | E: 75 | F: 88 | G: 91 | H: 80
SMILES: C#CCN1C(=O)/C(=c2\sc3n(c2=O)C2C(NN=3)N(CC)C(=O)N2CC)c2ccccc21 (configuration not stated)
  A: 45 | B: nt | C: -5.4* | D: nt | E: 40 | F: 25 | G: 27 | H: 44
SMILES: Oc1cccc2c(O)cccc12
  A: nt | B: 93 | C: 91 | D: 96 | E: nt | F: 86 | G: 88 | H: 114
SMILES: CC12CCCC(=O)C1CC/C(=C\c1ccco1)C2=O (configuration not stated)
  A: 102 | B: 95 | C: 116 | D: 96 | E: 103 | F: 105 | G: 93 | H: 95
SMILES: COc1ccc2c(c1)O/C(=C\c1ccc(O)cc1)C2=O
  A: 95 | B: 93 | C: 102 | D: 98 | E: 79 | F: 99 | G: 96 | H: 97
SMILES: CCc1ccccc1OCc1ccccc1
  A: 104 | B: nt | C: 99 | D: 91 | E: nt | F: nt | G: 102 | H: 109
SMILES: CC(=O)c1ccc(OCC(=O)Nc2nc(-c3ccc(Cl)cc3)cs2)cc1
  A: 108 | B: 91 | C: 109 | D: 97 | E: nt | F: 102 | G: 99 | H: 101

Full records from above. Order of values: SK-MEL-2 | T-47D | HS 578T | UACC-257 | BT-549 | UACC-62 | LOX IMVI | MALME-3M
Profile of CC(=O)c1ccc(OCC(=O)Nc2nc(-c3ccc(Cl)cc3)cs2)cc1 = 108 | 91 | 109 | 97 | nt | 102 | 99 | 101
Profile of C#CCN1C(=O)/C(=c2\sc3n(c2=O)C2C(NN=3)N(CC)C(=O)N2CC)c2ccccc21 (configuration not stated) = 45 | nt | -5.4* | nt | 40 | 25 | 27 | 44
Profile of CC12CCCC(=O)C1CC/C(=C\c1ccco1)C2=O (configuration not stated) = 102 | 95 | 116 | 96 | 103 | 105 | 93 | 95
Profile of COc1ccc2c(c1)O/C(=C\c1ccc(O)cc1)C2=O = 95 | 93 | 102 | 98 | 79 | 99 | 96 | 97
